# Assay outcomes: PubChem, several laboratories
# BoNT-F LC inh: blocks Botulinum neurotoxin F light chain protease; Multiplex microsphere protease cleavage assay, flow cytometry; inhibition, % at 10 µM; hit rate 0.22% among 360,000; AID 588497; in the data active means inhibition above about 35%, passing the limit was not always enough; inconclusive means no clear call, values can overlap the other calls; further: plate controls were buffer without enzyme for full effect and enzyme alone for no effect
# Anthrax LF prot: blocks Bacillus anthracis lethal factor protease. hit rate 0.12% among 360,000. multiplex microsphere protease cleavage assay, LF. inhibition, % at 10 µM. P15917. AID 588501; further: plate controls were buffer without enzyme for full effect and enzyme alone for no effect
# TcdB inh: blocks C. difficile toxin B glycohydrolase activity | inhibition, % at 9.99 µM | hit rate 0.24% among 350,000 | P18177 | TcdB glycohydrolase enzymatic assay, plate reader; in the data active means inhibition above about 10%
# CCHF vOTU inh: blocks the CCHF virus ovarian tumor domain protease; CCHFV vOTU protease, Pep-AMC fluorescence; inhibition, % at 11.5 µM; hit rate 0.55% among 370,000; AID 651958; in the data active means inhibition above about 30%; further: 0% = vehicle wells with enzyme and 100% = no enzyme wells
# PfHsp40 yeast: compounds rescuing yeast from Plasmodium falciparum HSP40 toxicity. S. cerevisiae expressing PfHsp40, growth rescue, ATP luminescence. growth rescue, % at 12.5 µM. hit rate 0.68% among 340,000. AID 504582; in the data active means growth rescue above about 28%, passing the limit was not always enough; inconclusive means no clear call, values can overlap the other calls;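 further: yeast W303a lacking pdr1 and pdr3 grown in galactose medium; growth measured after three days at 30 °C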
# BoNT-A LC inh2: inhibitors of Botulinum neurotoxin A light chain protease; hit rate 0.17% among 360,000; inhibition, % at 10 µM; AID 588499; multiplex microsphere protease substrate cleavage, flow cytometry; further: plate controls were buffer without enzyme for full effect and enzyme alone for no effect
# FadD28 binding: blocks FadD28 binding to the bisubstrate probe; inhibition, % at 12.5 µM; hit rate 0.22% among 360,000; fluorescence polarization; in the data active means inhibition above about 8.5%, passing the limit was not always enough; inconclusive means no clear call, values can overlap the other calls
# PrPC surface inh: reduces human prion protein on the cell surface. hit rate 0.43% among 370,000. inhibition, % at 13.8 µM. P04156. cell surface PrPC, TR-FRET read-out. AID 720596; in the data active means inhibition above about 24%; further: 0% = median of the test wells and 100% = reference compound wells
# Yp Topo-I inh: Y. pestis Topo-I inhibition via cleavage products | Y. pestis Topo-I cleavage product accumulation, plate reader | activity, % at 10 µM | hit rate 0.064% among 360,000; in the data active means activity above about 50%, passing the limit was not always enough; inconclusive means no clear call, values can overlap the other calls; further: inactives centre near 2
# * = called active by the depositor; ? = inconclusive; nt = no result given; & = joins results of further samples. Unless noted, no stated cut-off is given here; in the data, active means inhibition above about 30%; inconclusive means no clear call, values can overlap the other calls; inactive means below that.
# Each structure is followed by: BoNT-F LC inh	Anthrax LF prot	TcdB inh	CCHF vOTU inh	PfHsp40 yeast	BoNT-A LC inh2	FadD28 binding	PrPC surface inh	Yp Topo-I inh
CC1Cc2ccccc2N1C(=O)CSc1nnc(-c2ccc(S(=O)(=O)N3CCOCC3)cc2)n1C (configuration not stated)
  -3	0	nt	-22	0.7	-0.2	0.6	1	17
Cc1ccn2c(c1)nc(=O)c1cc(S(=O)(=O)N3CCOCC3)ccc12
  0	-1	0.3	-39	0.3	-1.9	-1.8	4	5
COc1ccccc1NC(=O)c1ccc(CS(=O)(=O)c2ccc(C)cc2)cc1
  -2	-3	-0.3	-6	-0.6	-0.4	-3.5	10	15
COc1ccc2c3c1O[C@H]1C[C@@H](O)C=C[C@@]31CCN(C)C2
  -15	-18	0.4	-6	-0.5	-1.7	1.9	-5	16
Cc1cc(OCC(=O)N2CCC(C(N)=O)CC2)c2c(C)c(C)c(=O)oc2c1
  -2	-6	nt	nt	-1.1	-0.8	0.4	nt	2
COc1ccc(F)cc1S(=O)(=O)Nc1cccc(C(=O)O)c1
  0	-1	-1.0	-7	-1.4	-0.4	-0.1	6	2
Cc1c(NC(=O)CSc2ccc3ccccc3n2)c(=O)n(-c2ccccc2)n1C
  2	-3	-0.6	-4	-0.8	0.0	-2.7	2	-3
O=C(CSc1nnc(CNC(=O)c2ccc(F)cc2)o1)Nc1ccc2c(c1)OCO2
  -13	-2	-1.2	-1	-1.5	-2.9	-1.9	5	4
COCCCNC(=O)/C(C#N)=c1\s/c(=C\c2ccccc2OC(F)F)c(=O)n1CCCOC
  -6	-3	nt	4	0.7	0.4	-2.8	-6	15
CCC(C)c1ccc(OCC(=O)NNC(=O)C2CCCCC2)cc1 (configuration not stated)
  -6	1	0.6	7	-0.7	-4.1	1.6	0	6
O=C(COc1ccc(Nc2ccccc2)cc1)Nc1ccncc1
  4	1	2.5	-15	0.9	2.7	2.0	7	-9
COc1ccccc1CCNC(=O)C(=O)NCCC1CCCCN1S(=O)(=O)c1cccs1 (configuration not stated)
  5	2	-1.0	0	-1.3	-6.7	-3.0	-2	26
CCN1C(=O)C(CC(=O)Nc2ccc(OC)cc2)N(Cc2ccc3c(c2)OCO3)C1=S (configuration not stated)
  -4	-1	0.7	-8	-0.1	0.5	-4.8	1	-14
NC(=O)Nc1ccc(F)cc1
  -7	-5	nt	17	-1.4	0.1	-1.1	0	2
COc1ccc(-c2cc3ccc(O)cc3oc2=O)cc1
  -4	-3	0.5	-385	-0.6	1.2	-0.8	-13	0
Cc1ccc2[nH]c(C(=O)N3CCN(C(c4ccccc4)c4ccccc4)CC3)cc2c1
  ?	-10	1.6	-14	1.0	0.3	-0.1	-8	-8
O=C(Nc1nc2ccccc2n1CCN1CCCCC1)c1ccco1
  -7	-2	nt	22	-2.0	-0.7	-1.2	-8	1
CCN(CC)c1ccc(/C=C2\CCC(/C=C(\C#N)C(=O)Nc3ccccc3F)=C2N2CCOCC2)cc1
  -18	9	0.6	-6	0.9	40*	-0.2	-3	2
O=c1nc2cccc3c2=c(/c1=C(\O)c1ccccc1)c1ccccc1c3=O
  5	2	1.6	-13	0.4	6.7	1.2	-4	-8
Cc1noc(C)c1CSCC(=O)Nc1nc2ccc(S(C)(=O)=O)cc2s1
  -28	-6	0.7	-1	-1.5	-21	-2.7	-6	1
CC(C)(C)n1cnc2cc(NS(=O)(=O)c3ccc(Br)cc3)ccc21
  1	1	nt	4	-1.4	-0.2	0.5	16	22
CCCCCC(=O)Nc1cccc(C2=NOC3(C2)C[C@H](C(N)=O)N(C(=O)COc2ccc(Cl)cc2)C3)c1 (some centres not stated)
  -8	-9	0.3	7	0.4	-0.8	-18	-3	16
O=C(C=Cc1ccco1)c1ccc([N+](=O)[O-])cc1
  6	6	0.3	15	7.4	3.0	0.2	-17	-3
CC1CN(c2ncnc3c2c(-c2ccccc2)cn3-c2ccc(F)cc2)CC(C)O1 (configuration not stated)
  -2	-6	2.1	-1	2.5	-1.1	-0.8	0	?
CC(=O)Nc1ccc(S(=O)(=O)N2CCSC2C(=O)O)cc1 (configuration not stated)
  0	-1	nt	-1	0.3	0.7	-1.9	-4	4
COc1cc(-c2nc3ccccc3c(=O)n2N)cc(OC)c1OC
  -2	-1	1.1	7	1.4	-0.1	-4.4	6	-1
N#CC1(NC(=O)COC(=O)c2cc([N+](=O)[O-])ccc2N2CCCC2)CCCCC1
  0	10	2.0	2	0.3	4.6	-0.8	-33	-1
Cc1ccc(-c2nnc(N3CCN(C(=O)COc4cccc(C)c4)CC3)c3ccccc23)cc1
  ?	9	0.9	-18	2.7	?	-5.7	-3	23
CSc1ncccc1C(=O)Nc1ccc(S(=O)(=O)NC2=NCCCCC2)cc1
  0	-3	-3.7	12	-0.4	-0.4	-3.6	8	9
O=C(c1cc2cc3ccc(Cl)cc3nc2o1)N1CCC2(CC1)OCCO2
  -15	-4	nt	1	0.2	-2.3	-0.6	-1	2
O=C(CSc1cccc[n+]1[O-])Nc1c(Br)cc([N+](=O)[O-])cc1Br
  1	-5	-0.9	14	-0.1	-0.3	-2.0	-41	-1
CCCONC(=O)Nc1ccccc1[N+](=O)[O-]
  -7	-2	nt	10	-0.9	-0.1	0.2	-14	-2
CCN(CC)C(=O)c1nc[nH]c1C(=O)N1CCN(C(=O)OC(C)(C)C)CC1
  1	2	-4.5	15	0.2	-0.2	1.1	5	5
Cn1c(N)c(C(=O)COc2ccc(C#N)cc2)c(=O)n(C)c1=O
  -2	-4	-0.3	-10	2.0	-0.8	-3.2	6	5
COC(=O)c1c(C)[nH]c(C(=O)OCC(=O)c2c(N)n(CC(C)C)c(=O)n(C)c2=O)c1C
  3	-1	1.0	1	-1.1	-0.3	-3.9	14	-5
CCCOc1cccc(C(=O)Nc2ccc3c(c2)OCCO3)c1
  ?	4	-0.4	1	5.2	-3.9	-2.9	15	8
CCCSC1=N/C(=C/c2ccsc2)C(=O)N1c1ccccc1
  5	0	nt	3	0.3	-0.2	0.9	-3	0
COc1cccc(C(=O)NNC(=O)c2ccc(NS(=O)(=O)c3cccs3)cc2)c1OC
  9	10	2.1	8	-0.8	-0.1	4.2	4	4
N#CCCN1CCN(S(=O)(=O)c2ccc(S(=O)(=O)NCc3ccccc3)cc2)CC1
  -3	3	0.4	-9	-1.0	0.3	0.1	3	2
CC1CCCCC1NC1CCN(C)CC1 (configuration not stated)
  -34	26	-0.7	-7	-0.7	-3.1	0.9	-3	-4
CN1CCN(C(=O)c2ccc3c(c2)N(C)C(=O)/C(=C/c2cccc(Cl)c2)S3)CC1
  2	-1	1.5	8	-0.1	0.8	-9.4	-4	11
CC1CCCCC12NC(=O)N(CC(=O)NCc1ccco1)C2=O (configuration not stated)
  2	-1	1.3	2	-1.3	-0.1	-3.8	5	3
CCC(Oc1ccccc1)C(=O)NCCOC (configuration not stated)
  -7	-1	0.2	8	-0.1	-1.1	-3.0	5	-3
O=C(Nc1ccccc1Oc1ccccc1)C1CC1
  -2	-2	nt	11	-0.5	-0.8	0.8	-5	4
O=C(O)C1=C[C@@H](C2CCCCC2)C[C@@H](OCCCCO)O1
  5	4	2.5&0.3	4	-0.6	0.6	0.5	3	-1
COc1ccccc1CNC(=O)COC(=O)c1cc([N+](=O)[O-])ccc1N1CCOCC1
  -6	0	-1.5	13	-0.8	-1.6	-1.3	-39	5
CCCc1nc(SCC(=O)NNC(=O)C2CCCCC2)c2ccccc2n1
  -3	0	nt	-11	-0.9	1.4	-1.7	41*	4
CC1(C)Cc2cccc(OCC(=O)NCc3ccccc3)c2O1
  nt	nt	0.2	6	-1.0	nt	-0.5	-7	8
COc1ccc(-n2c(C)c(C)c3c(NCCO)ncnc32)cc1
  -24	-8	nt	nt	0.8	-2.5	-0.6	nt	-6
CCCCOc1ccccc1C1NC(=O)NC(C)=C1C(=O)OCc1ccco1 (configuration not stated)
  -7	-4	0.8	-9	-1.4	-0.4	-5.4	10	27
Cc1ccnc(Nc2nc(-c3ccc(O)cc3O)cs2)c1
  -15	2	0.3	5	3.9	-1.1	0.4	14	-5
CC(NC(=O)CN1C(=O)NC2(CCCCCC2)C1=O)c1ccccc1Cl (configuration not stated)
  2	2	1.5	18	0.4	0.5	-0.1	10	11
CC(=O)N(C)c1ccc(C(O)(C(F)(F)F)C(F)(F)F)cc1
  -1	3	1.3	11	0.1	-0.3	-1.8	-3	-4
COc1c(C)oc2cc(O)ccc2c1=O
  2	0	nt	-74	-0.6	-0.7	-1.7	1	-1
S=C(NCc1ccncc1)Nc1cc(Cl)cc(Cl)c1
  -2	2	1.3	2	-2.0	0.4	-21	2	-2
O=C(Cn1cncn1)c1ccc(F)cc1F
  -1	-1	1.7	-2	-0.7	-0.4	-0.5	5	-2
c1cncc(-c2nc(NCC3CCCO3)c3ccccc3n2)c1 (configuration not stated)
  0	-2	nt	nt	0.7	-0.1	-2.7	nt	4
Cc1sc(NC(=O)CSc2nnc(N)s2)c(C#N)c1C
  5	2	0.1	-6	0.0	0.8	-1.2	9	-7
COc1ccc(N2CC(C)Cn3c2nc2c3c(=O)n(Cc3ccc(F)cc3)c(=O)n2C)c(OC)c1 (configuration not stated)
  0	0	nt	-1	-1.3	-1.7	-1.2	-5	3
Cc1nn(CCc2nc(-c3ccco3)cs2)c2[nH]c(=O)cc(C(F)(F)F)c12
  -14	-7	1.3	11	0.3	-2.4	1.9	3	2

# The list goes on; it opens with the two that closed the last part.
# Each structure is followed by: BoNT-F LC inh	Anthrax LF prot	TcdB inh	CCHF vOTU inh	PfHsp40 yeast	BoNT-A LC inh2	FadD28 binding	PrPC surface inh	Yp Topo-I inh
COc1ccc(N2CC(C)Cn3c2nc2c3c(=O)n(Cc3ccc(F)cc3)c(=O)n2C)c(OC)c1 (configuration not stated)
  0	0	nt	-1	-1.3	-1.7	-1.2	-5	3
Cc1nn(CCc2nc(-c3ccco3)cs2)c2[nH]c(=O)cc(C(F)(F)F)c12
  -14	-7	1.3	11	0.3	-2.4	1.9	3	2
O=C(O)c1cccc2c1C(=O)c1ccc(N3CCCCC3)cc1S2(=O)=O
  -7	1	-0.5	6	-1.1	0.3	-2.5	-15	-2
O=C(Nc1ccc(N2CCOCC2)cc1)c1cccc(S(=O)(=O)N2CCOCC2)c1
  -15	-12	1.2	-7	-0.3	1.5	-1.1	1	5
CN(CC(=O)Nc1cccc(F)c1)C(=O)c1cn2ccccc2n1
  -1	-2	-5.2	14	0.5	0.3	-0.1	15	4
O=C1Nc2ccc([N+](=O)[O-])cc2OC1CCN1CCN(Cc2ccccc2)CC1 (configuration not stated)
  -4	4	1.0	-13	-0.1	3.5	-1.4	-21	14
O=C1CC(N2CCSCC2)C(=O)N1c1cccc(Br)c1 (configuration not stated)
  0	5	9.3	13	1.4	-0.4	0.2	0	-10
Cc1ccc2oc(C(=O)N(Cc3nccn3C)C(C)C)c(C)c2c1
  -1	0	1.4	26	-0.3	-1.2	-1.7	-3	-2
CCOC(=O)CNC(=O)N1CCCC(CNS(=O)(=O)Cc2ccccc2)C1 (configuration not stated)
  -1	-1	1.4	2	-1.9	0.1	-0.6	-1	-2
CCOc1ccccc1NC(=O)C(c1ccccc1)N1CCN(C(=O)c2ccco2)CC1 (configuration not stated)
  -7	-1	0.0	12	0.2	-3.2	-0.7	-9	17
Cc1ccc(COC[C@H](CC(C)C)N2CCN(C(=O)c3cccc(C(F)(F)F)c3)CCC2=O)cc1
  3	6	-0.1	26	nt	0.7	nt	13	nt
CCc1ccc(C(=O)COC(=O)[C@@H](NC(N)=O)[C@@H](C)CC)cc1
  -8	-10	1.3	-9	-0.3	-1.5	0.1	2	12
O=C(CN(Cc1ccc(F)cc1)C(=O)CCC(=O)Nc1nccs1)NCc1ccc(F)cc1
  3	-2	3.0	-17	-0.2	1.9	-1.1	-6	15
CCCCOc1ccc(S(=O)(=O)N2CCN(c3ccc(N4CCN(CC)CC4)nn3)CC2)cc1
  -10	-5	2.3	-20	0.6	-7.5	-2.4	-4	9
CS(=O)(=O)NCCNc1ccc(C(F)(F)F)cc1[N+](=O)[O-]
  -2	0	1.1	14	-0.1	-0.8	-1.2	-19	4
